L929 necroptosis: L929 zVAD cell death inhibition; L929 zVAD necroptosis rescue, ATP luminescence, 24 h; with zVAD 60 µM; viability rescue, % at 10 µM; 220,000 compounds, 0.38% hits;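 active = activation, scaled between plate controls, above about 75%, limit read from the data; inactive = activation under that limit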;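 note: 0% = zVAD with DMSO and 100% = DMSO alone without zVAD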
PERK inhibitor: human PERK inhibition, primary cell-based screen. AID 1416. Q9NZJ5. CHO PERK-DD fusion, SEAP luminescence translation reporter. 220,000 compounds, 0.17% hits. inhibition, % at 5.6 µM;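 active = inhibition above the mean inhibition of all tested compounds plus 3 SD, set separately per screening campaign, cut at about 2.9% in these data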;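 note: PERK kinase domain activated by AP20187 dimerizer at 100 nM; 0% = DMSO with dimerizer and 100% = rapamycin at 8.4 µM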
Rad51 HR inh: Rad51 (human) homologous recombination inhibition | Q06609 | hRad51 DNA strand exchange, fluorescence dequenching | inhibition, % at 10 µM | 200,000 compounds, 0.085% hits | AID 1385;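 active = inhibition above 40% at the single screening dose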;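 note: 0% = DMSO control wells and 100% = blanks with heterologous ssDNA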
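Test system – preformed human Rad51 ssDNA filaments · Reagent – Donor/quencher-labelled 47-bp dsDNA substrate · Incubation – 37 °C 15-min filament assembly, 30-min compound preincubation, 15-min exchange · Signal – FRET fluorescence dequenching, excitation 485 nm, emission 520 nm · Read-out – percent inhibition from fluorescence, normalised to plate control and blank means · Benchmarks – plate control and blank wells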
KCC2 mod: modulators of human KCC2 chloride dependent transport. Q9H2X9. B-score of Tl+ flux slope (higher = more flux/activation; lower = inhibition) at 10 µM. AID 1456. 190,000 compounds, 2.2% hits. KCC2 cells, thallium flux FluoZin-2 fluorescence;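 active = thallium flux slope and its plate-corrected score both differing from the plate sample mean at a set confidence after two filtering rounds, in either direction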;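 note: slope of fluorescence scaled to starting intensity during 10 to 20 s after thallium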
Target sequence (Q9H2X9 whole entry, looked up): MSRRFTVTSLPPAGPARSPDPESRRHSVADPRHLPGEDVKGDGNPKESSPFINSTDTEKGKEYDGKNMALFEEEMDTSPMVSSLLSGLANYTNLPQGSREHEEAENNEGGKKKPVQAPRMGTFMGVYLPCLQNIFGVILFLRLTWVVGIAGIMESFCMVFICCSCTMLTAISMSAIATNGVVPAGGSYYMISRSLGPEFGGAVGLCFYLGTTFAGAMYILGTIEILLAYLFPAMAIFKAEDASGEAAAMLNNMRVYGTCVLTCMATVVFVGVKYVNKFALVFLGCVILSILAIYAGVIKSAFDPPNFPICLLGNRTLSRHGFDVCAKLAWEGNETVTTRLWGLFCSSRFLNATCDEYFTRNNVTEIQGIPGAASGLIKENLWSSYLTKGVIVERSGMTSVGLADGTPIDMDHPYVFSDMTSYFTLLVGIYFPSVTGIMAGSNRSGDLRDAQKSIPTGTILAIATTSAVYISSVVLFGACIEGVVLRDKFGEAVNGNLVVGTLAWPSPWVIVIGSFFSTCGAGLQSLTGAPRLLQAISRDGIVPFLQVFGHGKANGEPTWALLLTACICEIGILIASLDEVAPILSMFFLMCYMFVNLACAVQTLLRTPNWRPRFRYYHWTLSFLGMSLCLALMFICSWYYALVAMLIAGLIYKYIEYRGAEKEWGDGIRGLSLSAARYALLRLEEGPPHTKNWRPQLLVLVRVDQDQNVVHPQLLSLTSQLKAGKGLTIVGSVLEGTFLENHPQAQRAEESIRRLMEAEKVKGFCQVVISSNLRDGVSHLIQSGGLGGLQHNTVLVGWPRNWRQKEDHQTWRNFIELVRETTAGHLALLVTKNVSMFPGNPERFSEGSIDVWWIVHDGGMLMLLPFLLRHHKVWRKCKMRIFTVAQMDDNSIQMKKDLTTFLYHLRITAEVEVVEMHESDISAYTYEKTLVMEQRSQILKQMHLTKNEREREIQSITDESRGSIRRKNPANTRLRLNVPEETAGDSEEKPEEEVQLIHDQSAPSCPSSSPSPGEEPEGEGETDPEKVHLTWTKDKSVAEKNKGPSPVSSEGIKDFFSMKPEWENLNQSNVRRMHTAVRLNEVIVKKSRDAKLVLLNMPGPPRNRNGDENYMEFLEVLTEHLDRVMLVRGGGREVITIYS
Mdm2 ligase inh: Mdm2 E3 ligase (human) inhibition. cell-based MDM2 ubiquitination luciferase reporter, 2 h; 0 = plate control, 100 = twice control, blank-subtracted. 210,000 compounds, 0.11% hits. signal enhancement, % at 5 µM. Q00987;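 active = signal enhancement of 30% or more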;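 note: luminescence tracks abundance of the self-degrading MDM2-luciferase fusion protein; higher signal means inhibition of MDM2 E3 ligase activity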
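Assay system: stable mammalian line carrying autodegrading MDM2–luciferase fusion reporter; Input: 2000 cells in each well; Compound dosing: single-point 5 µM; Schedule: 2 h compound exposure at 37 °C; Signal: SteadyLite luciferase luminescence after 15 min room-temperature reagent incubation; Evaluation: % luminescence enhancement versus blank-corrected plate control mean; Benchmarks: plate controls and plate blanks.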
TNF necrop inh: blocks TNF-alpha induced death of Jurkat FADD-/- cells | Jurkat FADD-/- TNF necroptosis rescue, ATP luminescence, 24 h; 0 = TNF only, 100 = no-TNF cells | activation (protection from cell death), % at 10 µM | 220,000 compounds, 0.068% hits | AID 463075;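 active = activation, meaning protection from cell death, of at least 50% relative to plate controls; inactive = activation below 50%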;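 note: necroptosis triggered by 40 ng/mL TNF-alpha added together with compound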
eIF4E 4G PPI: eIF4E/eIF4G interaction inhibition in translation initiation; TR-FRET eIF4E-eIF4GI(517-606) binding, 2 h; P63073+Q04637; AID 782; 220,000 compounds, 0.37% hits; inhibition, % at 21.7 µM;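 active = inhibition above about 30%, limit read from the data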;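 note: 0% = full FRET control wells and 100% = background wells lacking eIF4GI fragment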
m-calpain inh: blocks pig calpain II enzyme activity. AID 1236. purified calpain II, fluorogenic peptide substrate, 30 min. 220,000 compounds, 0.37% hits. inhibition, % at 16 µM;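 active = inhibition above about 50%, limit read from the data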
EBV gp42 block: inhibitors of Epstein-Barr virus glycoprotein 42 | Q1HVG2 | Fluorescence polarization binding assay, mP read-out | inhibition, % (tested at 21.74 µM) | 220,000 compounds, 0.42% hits | AID 1085; in the data active = inhibition above about 50%
* marks the source's active call; other numbers are inactive results; i = inactive; x = no result given; [ ] = dose if it differs, or a comment.

SMILES	EBV gp42 block	Mdm2 ligase inh	m-calpain inh	TNF necrop inh	eIF4E 4G PPI	Rad51 HR inh	KCC2 mod	L929 necroptosis	PERK inhibitor
C=CCn1c(O)c(C(CC)=NCCc2ccccc2)c(=O)[nH]c1=O	-22	-17	-8	-2.1	0	5	-1.9	0.3	-1.3
Cc1c(C(c2ccc(Br)cc2)c2c(O)c3ccccc3oc2=O)c(=O)n(-c2ccccc2)n1C (configuration not stated)	0	-11	-55	0.2	-2	11	0.27	1.6	0.4
CCN1CCN(Cc2cc(Br)ccc2O)CC1	-46	-13	0	0.2	0[fluorescence artefact?]	6	x	-0.4	-0.8
CC(=O)Nc1ccc(C(c2c(O)c3ccccc3oc2=O)c2c(C)n(C)n(-c3ccccc3)c2=O)cc1 (configuration not stated)	3	7	-31	1.1	3	14	-0.33	4.7	1.0
CC(C)N1CCN(Cc2cc3c(cc2Cl)OCO3)CC1CCO (configuration not stated)	-14	-5	-25	1.3	-7	x	1.4	0.8	0.6
CCN(CC)C1=NC(=[N+](CC)CC)c2ccccc21	-18	-24	-19	-4.8	2	x	-0.83	-0.2	1.0
O=C(Nc1nccs1)c1c(O)c2c(n(Cc3ccco3)c1=O)CCCC2	-7	-12	16	-2.7	-5	19	-0.00067	-0.3	0.1
Cc1nn(Cc2ccccc2)c(C)c1C(=O)OCC(=O)Nc1cc(S(C)(=O)=O)ccc1Cl	-19	-13	-18	1.6	4	-2	-0.023	-0.3	-0.2
CCc1ccc(NC(=O)C(C)OC(=O)c2c(C)nn(Cc3ccccc3)c2Cl)cc1 (configuration not stated)	-5	-9	16	3.4	-1	12	1.3	5.3	0.7
CCCN(CCC)[C@@H]1CCc2cccc(O)c2C1	-6	-11	-10	4.0	-15	-6	-0.092	-0.4	x
CC(=O)C1C2c3ccccc3OC1(C)N=c1s/c(=C/c3cnn(C)c3)c(=O)n12 (configuration not stated)	-19	29	-19	-2.7	9	-1	1.6	-0.1	-0.9
CC(C)(C)P(=O)(N1CCOCC1)N1CCOCC1	-4	-4	-7	-0.3	-2	-6	1.3	0.0	0.4
CC(C)OC(=O)c1c(N)n(Cc2ccco2)c2nc3ccccc3nc12	20	-9	-488	-2.5	4	x	-1.2	1.7	0.2
Cn1c(O)c(C=NCCOc2ccc(Cl)cc2)c(=O)n(C)c1=O	-5	-6	6	1.3	-12	-1	x	0.3	-1.0
Cc1nc2c(c(=O)[nH]1)C(c1ccccc1Cl)c1c(c3ccccc3oc1=O)O2 (configuration not stated)	-7	-4	-22	1.0	-11	10	-0.6	-0.1	0.6
O=C(CNC(=O)OCc1ccccc1)Nc1ccc(Br)cc1C(=O)c1ccccc1Cl	4	-9	9	1.9	2	3	-2.1	-0.3	0.3
CN1C(=O)C(=Cc2ccc(OCCN(C)c3ccccn3)cc2)C(=O)N(C)C1=O	-12	-11	-38	1.0	-2	5	-0.077	0.3	0.4
CCOP(=O)(Cc1cc(C#N)oc1C)OCC	19	-6	8	0.2	2	x	0.016	x	0.6
O=c1c(C=Nc2cccnc2Cl)c(O)n(CCCCl)c(=O)n1C1CCCCC1	-74	x	0	-1.8	3	x	1.3	0.6	-0.1
Cc1ccsc1C(=O)C1CCCN(Cc2cn(C)nc2C)C1 (configuration not stated)	0	-3	3	0.8	0	x	x	-0.8	0.3
N#CC(C#N)=Cc1ccc(-c2ccccc2)o1	-68	-4	-20	0.1	-2	x	i	1.2	1.6
CN(C)C(=O)Oc1ccc2ccccc2c1Cl	-15	2	0	-0.4	4[fluorescence artefact?]	7	-1.1	0.8	-0.4
Cc1ccccc1NC1(C#N)CCCCC1	-20	-25	-6	0.9	0	-1	1	0.4	0.9
O=C1C2CCCN2C(c2ccc(Cl)c(Cl)c2)N1c1ccccn1 (configuration not stated)	-4	1	5	-0.6	-4	-4	1.1	0.0	0.5
Cc1cc(OCCCC(=O)NCc2cccs2)ccc1Cl	3	7	-10	2.9	1	4	-2.3	0.0	1.1
CC1(C)CN=C(Nc2ccc(F)c(F)c2)S1	-14	-11	-21	3.2	0[fluorescence artefact?]	-5	x	1.5	0.1
Cc1ccc(N2C(=O)NC(=O)/C(=C/c3cnc(-c4ccccc4)nc3)C2=O)cc1C	-2	3	16	-0.8	10	18	-0.2	0.4	0.8
CCCCn1c(O)c(C=NCCCN(CC)CC)c(=O)[nH]c1=O	-21	4	-4	1.2	2	4	1.3	-0.2	0.1
O=c1c2cc(Cl)cc(Cl)c2nc(CN2CCOCC2)n1-c1ccccc1F	-2	7	-16	-2.7	2	-9	x	-0.1	-0.8
CCCCNC(=O)c1c(N)n(CCCOC)c2nc3ccccc3nc12	1	-24	i	2.6	11[fluorescence artefact?]	0	-0.82	12	-1.3
CC(C)Cc1[nH]c(=O)c(C#N)c2c1CCC2	-16	-10	-104	0.4	8	-4	x	0.0	0.5
O=C1NC(=S)NC(=O)C12C(c1ccccc1)NC(=S)NC2c1ccccc1 (configuration not stated)	-3	-9	5	0.5	0	x	0.076	x	-0.2
C=CCN(c1ccc(C(=O)N(CC)CC)cc1)S(C)(=O)=O	-16	x	13	-0.5	-3[fluorescence artefact?]	5	-0.27	0.6	0.8
O=c1[nH]c(=O)n(C2CCCCCC2)c(O)c1C=NC1CCN(Cc2ccccc2)CC1	-10	7	-9	-6.5	-3	0	0.17	-0.3	-0.2
O=C(Nc1cccc2ccccc12)N1CCC2(CC1)OCCO2	7	-13	-19	0.1	-2	-3	0.63	2.5	0.2
O=C(N/N=C/C1C(=O)NC(=S)N(c2ccccc2)C1=O)c1cc(Br)c(O)c(Br)c1 (configuration not stated)	-8	2	-36	-0.7	0	x	1.2	0.6	0.8
CCOc1ccc(N2C(=O)NC(=O)/C(=C\c3ccc(N4CCCCC4)o3)C2=O)cc1	-346	0	-5	-1.4	2	-261	-1.1	0.6	-0.5
Cc1cc(C)c2c(c1)-c1cc(C)nn1C(c1cccnc1)N2 (configuration not stated)	-11	11	7	-0.3	1	-1	-0.0021	0.5	0.5
CC(C(=O)c1ccccc1)N1C(=O)c2ccccc2C1=O (configuration not stated)	-16	12	5	0.5	18[fluorescence artefact?]	10	0.84	-0.2	0.7
CN(C)P(=S)(Nc1ccccc1)C(Cl)(Cl)Cl (configuration not stated)	-21	-28	10	1.7	-1	0	0.014	-1.1	0.4
CCOC(=O)c1c(-n2c(C)cc(/C=C3/C(=O)NC(=O)N(CC)C3=O)c2C)sc2c1CCCC2	x	x	x	-2.3	x	-13	x	2.2	-0.5
O=c1c2ccccc2[se]n1-c1ccccc1	-12	x	19	-6.5	77*	-3	1.1	1.3	1.1
O=C(c1ccc(CNS(=O)(=O)c2ccccc2)cc1)N1CCC2(CC1)OCCO2	-5	-10	-13	-0.1	3	x	0.92	0.3	0.1
CCN(CC)CCNCc1nc2ccccc2c(=O)n1-c1ccc(F)cc1	-18	-9	28	-0.7	-6	x	0.12	0.1	-0.3
Nc1ccccc1C(=O)OCc1ccc([N+](=O)[O-])cc1	-18	-4	-7	2.3	1	-4	0.87	1.0	0.5
O[C@H]1[C@H](O)[C@@H](O)CN2CC[C@H](O)[C@H]12	-22	x	-11	5.3	2	-6	0.82	1.7	1.0
N#CC(C#N)=Cc1ccc(C=C(C#N)C#N)cc1	0	-15	6	-27	0	-3	0.35	0.2	0.5
O=C(C1CCN(S(=O)(=O)c2ccccc2)CC1)N1CCC2(CC1)OCCO2	-19	-28	3	0.5	3[fluorescence artefact?]	-3	x	0.6	0.4
CC12CNCC(C)(CNC1)C2O (configuration not stated)	-26	-17	19	1.7	2[fluorescence artefact?]	-5	-0.65	3.1	-0.3
Cc1cc(Cl)ccc1C(=O)C1CCCN(C2CCSCC2)C1 (configuration not stated)	-2	x	14	-0.5	4	x	-1.2	-0.1	0.4
O=C(c1ccccc1)c1cn(CC(=O)N2CCCC2)c2ccccc12	8	-12	19	0.7	1	6	x	0.3	-0.8
CCN(CC)CCN1Cc2ccccc2C1=N	-9	x	9	4.2	5	x	-0.0013	1.4	-0.3
O=[N+]([O-])c1ccc(N2CCCC2)c(F)c1Br	-18	-4	12	1.5	1	12	-0.49	1.0	0.4
CN(C)CP(=O)(O)CN(C)C=O	-19	-14	-6	0.3	11	1	0.7	0.2	0.2
CC(Cc1cccs1)NCc1ccccc1 (configuration not stated)	8	-15	22	2.6	2	0	-0.067	1.8	-0.8
Cc1cccc(NP(=O)(Oc2ccccc2F)Oc2ccccc2F)c1	20	0	29	0.9	5[fluorescence artefact?]	x	0.022	1.4	-0.8

Additional structures.
SMILES	EBV gp42 block	Mdm2 ligase inh	m-calpain inh	TNF necrop inh	eIF4E 4G PPI	Rad51 HR inh	KCC2 mod	L929 necroptosis	PERK inhibitor
Cc1cccc(-n2c(-c3ccco3)nc3ccccc3c2=O)n1	-16	9	-10	-2.3	-6	x	0.53	-0.1	-0.1
CCC(C)n1c(O)c(C=NCCc2ccccc2)c(=O)[nH]c1=S (configuration not stated)	-12	-16	9	-0.5	2	7	-0.18	-0.1	0.0
COc1ccc(OCC(=O)N2CCN(CC3CC4C=CC3C4)CC2)cc1 (configuration not stated)	-9	-7	-13	0.7	-8	9	0.49	-0.3	-0.2
Cc1cc(/C=C2\C(=O)NC(=O)N(c3ccc(Cl)cc3)C2=O)c(C)n1-c1sc2c(c1C#N)CCCC2	-73	-5	-61	0.4	-8	-21	-0.47	-0.6	0.2
COc1ccc(CCn2c(O)c(/C=N/NC(=O)c3ccncc3)c(=O)[nH]c2=O)cc1OC	2	-7	-10	3.3	3[fluorescence artefact?]	20	1.1	1.3	0.3
O=C1NC(=O)N(Cc2ccc(F)cc2)C(=O)/C1=C\c1ccc(N2CCCC2)cc1	-18	-7	7	-4.1	10	-104	-0.12	0.6	1.0
Cc1oc(-c2ccccc2F)nc1CS(=O)CC(=O)N1CCC2(CC1)OCCO2 (configuration not stated)	-18	-7	11	-0.9	2	-3	-0.65	0.3	-1.6
C=CCOC(=O)COc1cc(C)cc2oc(=O)c3c(c12)CCC3	-9	22	-160	-1.7	-26	-7	x	0.1	-0.3
CCOC(=O)C1(CCc2ccccc2)CCN(Cc2cccc3cnccc23)CC1	-1	4	8	0.4	2	x	0.75	-1.1	0.8
C=COCCn1c(C)c(C(=O)OCC)c2cc(O)ccc21	-1	-8	1	0.5	-5	-7	-0.45	1.5	-0.5
O=C(c1ccc(N2CCCCC2)c([N+](=O)[O-])c1)N1CCC2(CC1)OCCO2	1	-1	-13	-0.7	-6	6	1.4	21	-0.5
O=c1c2ccc(Cl)cc2[nH]c(=S)n1-c1cccnc1	-4	-7	16	0.0	3	-48	3.9	-1.2	0.4
Fc1cccc(F)c1CN1CCN(Cc2c(F)cccc2F)CC1	-21	-20	-30	-1.8	-1	-1	-0.87	0.2	-0.1

Screening data as filed in PubChem.

This is a subset, so the mix of outcomes need not match the whole.
